# High-throughput results deposited in PubChem by Broad Institute.
# SIRT5 inh: SIRT5 desuccinylase inhibitors, primary screen, biochemical, fluorescence imaging, single point, set 5; Purified SirT5, succinyl-peptide AMC, trypsin-coupled fluorescence; inhibition, % at 15 µM; hit rate 1.1% among 330,000; AID 652115, 2013; in the data active = inhibition above about 15%; inconclusive = no clear call, values can overlap the other calls
# Target sequence (Q9NXA8 whole entry, looked up): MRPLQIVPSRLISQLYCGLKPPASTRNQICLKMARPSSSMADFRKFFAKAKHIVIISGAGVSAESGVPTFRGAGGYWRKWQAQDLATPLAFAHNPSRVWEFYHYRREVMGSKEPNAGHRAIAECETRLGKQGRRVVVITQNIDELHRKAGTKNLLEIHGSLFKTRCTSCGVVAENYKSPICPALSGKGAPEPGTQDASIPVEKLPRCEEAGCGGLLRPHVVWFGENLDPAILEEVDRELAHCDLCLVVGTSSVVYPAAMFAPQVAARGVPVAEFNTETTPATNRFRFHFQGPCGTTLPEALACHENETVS
# EWS-Fli block: EWS/Fli-driven NR0B1 reporter inhibitors, primary screen, A673 cells, NR0B1 luciferase, luminescence, MLPCN library; AID 651661, 2012; viability-normalised; inhibition, % at 12.6 µM; hit rate 0.67% among 350,000;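 active = mean inhibition of at least 50% after viability correction, with every replicate also passing that limit; inconclusive = mean reaches 50% but only one of two replicates passes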;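 also: firefly luciferase signal divided by Alamar Blue viability fluorescence both relative to DMSO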
# ARNT-TACC3 inh: disruptors of ARNT/TACC3 protein interaction, primary screen, biochemical, AlphaScreen, single concentration; AlphaScreen His-ARNT PAS-B/GST-TACC3 binding, luminescence; TACC3 fragment carries E629A point mutation; inhibition, % at 9.99 µM; hit rate 0.66% among 390,000; AID 623870, 2012;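 active = mean inhibition of replicates at least 50% and at least half of replicates each reaching 50%; inconclusive = half or more replicates reach 50% but mean below 50%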;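 also: 0% = complete ARNT plus TACC3 wells and 100% = ARNT alone without TACC3; many hits fall short of the cut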
# LGR2 inh: inhibitors of bursicon-induced LGR2 CRE-luciferase signal, primary screen, cell-based, HEK293, CRE-luciferase reporter, bursicon stimulation; Drosophila bursicon receptor LGR2 (rickets); bursicon-stimulated, 4 h; inhibition, % at 9.99 µM; hit rate 0.35% among 380,000; AID 720647, 2013;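 active = drop in luminescence signal, shown as inhibition above about 50% in the replicate tests, limit read from the data, passing the limit was not always enough; inconclusive = probably only some replicates passing the limit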;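 also: agonist challenge used bursicon conditioned medium at about half maximal strength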
# Casp6 inh: human caspase-6 inhibitors, primary screen, biochemical, VEID-R110 fluorescence, single point, set 2. hit rate 0.53% among 350,000. purified caspase-6, Z-VEID-R110 cleavage fluorescence. P55212. inhibition, % at 12.5 µM;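 active = mean inhibition across replicates at least about 35%, with every replicate also reaching that limit, limit read from the data; inconclusive = only one of the two criteria met; inactive = neither criterion met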;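 also: 0% = median of neutral control wells and 100% = no fluorescence left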
# Target sequence (P55212 24-179 limits assumed): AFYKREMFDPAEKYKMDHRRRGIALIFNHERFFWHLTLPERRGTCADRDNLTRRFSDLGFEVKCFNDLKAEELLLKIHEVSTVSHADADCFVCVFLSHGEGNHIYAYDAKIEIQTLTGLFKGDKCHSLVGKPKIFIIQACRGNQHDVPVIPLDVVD
# Target sequence (P55212 194-293 limits assumed): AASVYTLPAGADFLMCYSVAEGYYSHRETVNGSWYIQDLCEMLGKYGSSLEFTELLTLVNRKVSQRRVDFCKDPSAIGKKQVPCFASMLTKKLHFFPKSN
# PAX8 reporter: inhibitors of PAX8-driven TPO luciferase reporter, primary screen, RMG-I cells, single concentration; SteadyGlo, 24 h; inhibition, % at 12.6 µM; hit rate 1.2% among 360,000; AID 652154, 2013;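 active = mean replicate inhibition at least 60% with every replicate also reaching 60%; inconclusive = only one of the two criteria is met; inactive = mean below 60% and not all replicates reaching 60%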;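 also: luciferase light reporting Pax8 driven TPO promoter activity; plate controls were median of neutral control wells for no effect and mitoxantrone controls for full effect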
# DENV2 CPE: inhibitors of DENV2 cytopathic effect, primary screen, cell-based, plate reader, single concentration; DENV2-infected cells, cytopathic effect rescue; hit rate 1.7% among 350,000; CPE inhibition, % at 9.99 µM; in the data active = CPE inhibition above about 20%, passing the limit was not always enough; inconclusive = no clear call, values can overlap the other calls; tested in BHK-21 cells;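 also: 0% = median of neutral control wells and 100% = median of positive control wells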
# * marks the source's active call; other numbers are inactive results; u = inconclusive; x = not tested or not shown.
SMILES,SIRT5 inh,EWS-Fli block,ARNT-TACC3 inh,LGR2 inh,Casp6 inh,PAX8 reporter,DENV2 CPE
C[C@H](CO)N1C[C@H](C)[C@@H](CN(C)C(=O)Nc2cccc3ccccc23)Oc2ccc(NC(=O)C3CC3)cc2CC1=O,1,6,-1,9,4,-27,-4
COc1cccc(N2CCN(CC(=O)NC3=Nc4ccccc4N=C(C)C3c3ccccc3)CC2)c1 (stereo not given),3,5,-2,-1,2,25,-7
COc1ccc2[nH]c3c(c2c1)CCN1C(=O)C(CC(=O)NC(C)(C)C)C[C@H](C(=O)N2CCCCC2)[C@@]31C (stereo not given in full),-2,4,-4,x,0,-6,-6
O=C(C[C@@H]1C=C[C@@H](NC(=O)c2ccncc2)[C@H](CO)O1)NCC1CC1,0,-6,1,21,5,-2,-4
Cc1ccc(N(O)C(C)(C)C)cc1,1,-11,-2,-1,-3,13,-4
O=C(COC(=O)c1ccccc1)Nc1ccc2[nH]c(=O)[nH]c2c1,1,-4,-1,4,-1,-11,-2
CCOC(=O)CNC(=O)Cn1cnc2c(nnn2-c2ccc(OC)cc2)c1=O,2,-18,6,3,0,-2,12
COC(=O)Cc1ccc(NC(=S)NCc2ccccc2Cl)cc1,0,7,x,3,0,-12,-6
CCCN1C[C@H](C)[C@@H](OC)CN(C)C(=O)c2ccc(NC(=O)C3CC3)cc2OC[C@H]1C,1,-6,-2,5,1,1,-2
CCOC(=O)[C@H](CCc1ccccc1)N[C@@H](C)C(=O)N1C(C(=O)O)C[C@@H]2CCC[C@@H]21 (stereo not given in full),-3,0,-3,-10,-1,-15,1
COc1ccccc1S(=O)(=O)N(C)C[C@@H]1Oc2cc(/C=C/c3ccccc3)ccc2S(=O)(=O)N([C@H](C)CO)C[C@@H]1C,1,7,4,8,0,x,27
COc1ccc(/C=C2\SC(=S)N(CCCC(=O)Nc3ccc(C(=O)O)cc3)C2=O)cc1OC,9,7,11,9,16,-16,-1
Cc1cc(C([O-])=C(C(=S)Nc2ccc(F)cc2)[n+]2ccccc2)c(C)n1-c1ccc(F)cc1,-2,-15,19,-16,15,-17,12
c1ccc(-c2csc(-n3cccn3)n2)cc1,2,7,-2,21,-1,-18,13
O=C(C1CC(=O)N(C2CCCCC2)C1)N1CCN(c2cccc(C(F)(F)F)c2)CC1 (stereo not given),-3,12,-5,14,5,7,2
CC=Cc1ccc2n(c1=O)C[C@H]1[C@H](CO)[C@@H](C(=O)NCCc3ccncc3)[C@@H]2N1CCC(F)(F)F (mixture of isomers),x,0,x,14,x,-6,x
CCOC(=O)N1CCN(C(=O)CNC(=O)C23CC4CC(CC(C4)C2)C3)CC1,2,x,3,2,4,-13,6
CC1=C(C(=O)N(C(C)C)C(C)C)CC(CC(=O)NCc2cccc3ccccc23)C(=O)N1Cc1ccc(F)cc1 (stereo not given),-4,0,x,16,2,25,-2
COc1cc(/C=C/C(=O)O)cc(S(=O)(=O)N(CC(C)C)CC(C)C)c1OC,-1,14,4,11,0,13,-1
COc1ccc(-c2nn(C)c3sc(C(=O)NCCN(C)C)cc23)cc1OC,-3,1,21,4,-6,-4,-2
CC(C)(C)c1ccc2c(c1)OC(C(=O)N/N=C\c1ccncc1)CO2 (stereo not given),-2,-2,-37,16,9,-13,-5
CN1C(=O)c2cc(NC(=O)C3CCCC3)ccc2OC[C@@H]2O[C@@H](CC(=O)NCc3ccccc3F)CC[C@H]21,-7,0,x,2,2,-15,u
O=C(CSc1n[nH]c(=O)[nH]c1=O)NCC1CCCCC1,2,5,-12,6,2,7,-3
O=C(Cc1ccc(NS(=O)(=O)c2ccc(F)cc2)cc1)NCc1cccnc1,-1,5,-1,3,-7,8,1

# The final 4 compounds of the part before are carried over, then new ones follow:
SMILES,SIRT5 inh,EWS-Fli block,ARNT-TACC3 inh,LGR2 inh,Casp6 inh,PAX8 reporter,DENV2 CPE
CC(C)(C)c1ccc2c(c1)OC(C(=O)N/N=C\c1ccncc1)CO2 (stereo not given),-2,-2,-37,16,9,-13,-5
CN1C(=O)c2cc(NC(=O)C3CCCC3)ccc2OC[C@@H]2O[C@@H](CC(=O)NCc3ccccc3F)CC[C@H]21,-7,0,x,2,2,-15,u
O=C(CSc1n[nH]c(=O)[nH]c1=O)NCC1CCCCC1,2,5,-12,6,2,7,-3
O=C(Cc1ccc(NS(=O)(=O)c2ccc(F)cc2)cc1)NCc1cccnc1,-1,5,-1,3,-7,8,1
CCOc1ccc2c(S(=O)(=O)O)cccc2c1[N+](=O)[O-],-1,6,-4,-5,2,11,6
CO[C@H]1CN(C)C(=O)c2ccc(NS(=O)(=O)c3c(C)noc3C)cc2OC[C@H](C)NC[C@@H]1C,-2,1,-8,-8,0,-3,-7
O=C(NCC(c1cccs1)N1CCOCC1)c1ccccc1NS(=O)(=O)c1ccc(Br)cc1 (stereo not given),x,x,-2,7,x,0,x
C/C(=N\NC(=O)CNc1cccc(C(F)(F)F)c1)c1cccc(Br)c1,x,x,-2,0,x,-17,x
CN(C(=O)c1ccc(COc2ccccc2Cl)o1)c1ccccc1,-6,-7,0,-11,4,1,6
Cc1ccc(C)c(CN2CCC(CNC(=O)CCc3nnc4ccc(N5CCC(C)CC5)nn34)CC2)c1,-1,x,x,5,-19,15,-4
COc1ccc(-c2nc(CS(=O)CC(=O)N3CCc4ccccc4C3)c(C)o2)cc1 (stereo not given),x,-9,17,-18,3,-9,4
CC(=O)C1=C(O)CC(c2ccccc2)CC1=NCCc1ccccc1 (stereo not given),2,6,-3,-6,0,4,-3
O=C(c1ccc(F)cc1)N1CCN(c2cnn(-c3ccccc3)c(=O)c2Cl)CC1,-4,-1,4,-11,-1,12,3
Cc1ccccc1S(=O)(=O)N1CCN(C)CC1,-3,11,-5,2,-1,15,6
O=C1C=C(N2CCCCCC2)C(=O)N1c1ccc(Cl)cc1,-5,-150,-30,-49,0,-75,-3
COc1ccc(NC(=O)c2sc(-c3ccccc3)nc2C)c(OC)c1,-2,-11,-7,13,-3,17,5
COc1cc(-c2nnc(NC(=O)CS(=O)(=O)c3ccc(C)cc3)o2)cc(OC)c1OC,1,8,45*,1,9,-5,0
C[C@H]1CN([C@@H](C)CO)C(=O)c2ccccc2-c2ccccc2CO[C@@H]1CN(C)Cc1ccccc1C(F)(F)F,3,19,x,9,0,-2,-4
O=C(O)c1cccc(Nc2nc3ccccc3nc2NS(=O)(=O)c2cccs2)c1,3,5,-28,-7,0,5,2
CCOc1ccc(NC(=O)C2CCN(S(=O)(=O)c3ccc4c(c3)CC(C)N4C(C)=O)CC2)cc1 (stereo not given),1,x,1,-19,1,13,u
COc1ccc(CCn2c(S)nc3ccccc3c2=O)cc1,-4,-11,3,-18,0,0,1
CCOc1ccc(C(C)=O)cc1COC(=O)CCc1cc(OC)c(OC)c(OC)c1,-2,3,-2,-14,-3,0,1
COc1ccc(Cc2nc3ccc(C(=O)N4CCCN(C=O)CC4)cc3o2)cc1,-1,2,-1,-3,0,-10,-2
CSc1nnc(NC(=O)c2cc3ccccc3oc2=O)s1,0,-17,-19,x,1,2,-4
CN(C1CCS(=O)(=O)C1)S(=O)(=O)c1ccc2ccccc2c1 (stereo not given),0,3,-5,-11,-1,-6,-1
N#C[C@@H]1[C@H](c2ccccc2)[C@H](CO)N1C(=O)Cc1ccccc1,-2,2,6,7,-5,-9,74*
CC1(C(=O)Nc2ccc3[nH]ncc3c2)CCN1C(=O)C/C=C/c1ccccc1 (stereo not given),-1,-14,x,2,3,11,9
Cc1ccccc1Nc1cc(C)c2c(O)cccc2n1,x,-5,3,-45,1,-39,8
O=C(Nc1ccncc1)C1CC(=O)N(Cc2ccccc2)C1 (stereo not given),-7,6,3,-8,-5,0,u
CCCCOc1ccc(C(=O)N(C)CC(=O)Nc2ccc(C)cc2)cc1,-5,4,-6,-11,-1,13,u
COC(=O)C1=C(C)N(Cc2ccc(C(F)(F)F)cc2)C(=NCc2ccccc2C(F)(F)F)NC1c1ccc(Cl)cc1 (stereo not given),-5,33,x,-8,-5,1,-2
CN1CCN(CC(=O)Nc2nc(-c3c[nH]c4ccccc34)cs2)CC1,-5,-22,25,-2,-47,-34,-1
CCOc1ccccc1-n1c(SCC(=O)N2CCCc3ccccc32)nnc1-c1cccnc1,x,x,-1,8,x,0,x
CN(C)CC#Cc1ccc([C@H]2[C@@H](CO)N3C(=O)CN(C(=O)c4ccc(F)cc4)C[C@@H]23)cc1,0,0,x,6,2,-9,-3
O=C(Nc1cccc(S(=O)(=O)N2CCCC2)c1)c1cncc(Br)c1,-4,11,7,-13,5,5,-6
O=C(C[C@H]1CC[C@H]2[C@@H](COC[C@H](O)CN2C(=O)c2ccncc2)O1)Nc1ccc(-c2ccccc2)cc1,5,3,18,-9,1,7,-7
C[C@@H]1CCCCO[C@@H](CN(C)Cc2ccc(C(F)(F)F)cc2)[C@@H](C)CN([C@H](C)CO)C(=O)c2cc(NS(=O)(=O)c3ccccc3)ccc2O1,1,-15,3,6,15,16,-1
O=C(NC[C@@H]1N[C@@H](CO)[C@H]1c1ccccc1)C1CCC1,x,-13,3,7,x,6,-14
Cn1nc(CC#N)c2c(=N)n(N)cnc21,-4,-11,22,-14,-6,8,11
O=C(CSCc1c(Cl)cccc1Cl)N1CCOCC1,3,-19,0,2,2,3,x
CC(C)c1ccc(NC(=O)Cn2cccc2C2=NC(c3ccccc3)CO2)cc1 (stereo not given),x,x,-8,-11,x,22,x
CN(C)CC(=O)N[C@@H]1CC[C@H](CCNC(=O)C2CC2)O[C@H]1CO,8,4,x,13,-6,x,2
O=P(c1ccccc1)(c1ccccc1)c1ccccc1C(Br)Br,-1,0,x,-12,1,-2,-3
Cc1ccc(NC(=S)NC(=O)c2cncc(Br)c2)c(C)c1,-3,0,x,x,-4,-1,0
COc1ccc(NC(=S)SC)cc1OC,-1,6,3,20,1,10,0
CCCc1ccc(S(=O)(=O)N/N=C(/C)c2ccc3c(c2)OCO3)cc1,-2,x,-2,15,1,-8,u
C/C=C/c1ccc([C@@H]2[C@H](CO)N3CCCCN(S(=O)(=O)c4cccs4)C[C@@H]23)cc1,1,x,8,-13,1,-13,11
O=C(CCCSc1ccc(Cl)cc1)Nc1cc(S(=O)(=O)N2CCOCC2)ccc1O,-1,10,3,-8,4,3,-2
Cc1cc(=O)oc2c(C)c(OCC(=O)N3CCN(C(=O)C4COc5ccccc5O4)CC3)ccc12 (stereo not given),-3,-5,2,-6,3,18,12
COc1ccc(NC(=O)c2cc(-c3cccnc3)nc3c(C)c(C)ccc23)c(OC)c1,-4,10,-25,-11,1,x,x
COc1cccc(-c2cn(CC[C@H]3CC[C@H](NC(=O)CC4CC4)[C@@H](CO)O3)nn2)c1,0,-3,-14,0,-4,3,u
COc1ccc2c(c1)C(=O)O[C@@H](c1ccccc1)C[C@@H](O)C(=O)CC2,20*,-50,x,-12,-1,11,33*
CC(C)C[C@@H]1COc2cccc(N3CCC[C@@H]3CO)c2S(=O)(=O)N1,-4,-3,x,0,-4,-15,-2
CCCC(=O)Nc1ccc2c(c1)C(=O)N(C)C[C@H](OC)[C@@H](C)CN(C(=O)C1CCCC1)[C@@H](C)CO2,-2,8,-2,3,-1,3,-3
O=C(NN1C(=O)NC2(CCCCC2)C1=O)c1cc2ccccc2o1,0,-4,-2,-11,0,-13,-3
CCOC(=O)C1CCN(C(=O)COC(=O)CSc2ccc([N+](=O)[O-])cc2)CC1,4,-2,2,10,-1,-7,-8

# Quoted at random: 2 entries already listed, in no set order.
SMILES,SIRT5 inh,EWS-Fli block,ARNT-TACC3 inh,LGR2 inh,Casp6 inh,PAX8 reporter,DENV2 CPE
C[C@@H]1CCCCO[C@@H](CN(C)Cc2ccc(C(F)(F)F)cc2)[C@@H](C)CN([C@H](C)CO)C(=O)c2cc(NS(=O)(=O)c3ccccc3)ccc2O1,1,-15,3,6,15,16,-1
C[C@H](CO)N1C[C@H](C)[C@@H](CN(C)C(=O)Nc2cccc3ccccc23)Oc2ccc(NC(=O)C3CC3)cc2CC1=O,1,6,-1,9,4,-27,-4
